# OTUD3 inh – blocks human OTUD3 ubiquitin-rhodamine cleavage. purified OTUD3, Ub-rhodamine fluorescence, 2 h. AID 1645858. Q5T2D3. inhibition, % at 25 µM. actives 0.7% (n = 47,000)
# Target sequence (Q5T2D3 whole entry, looked up): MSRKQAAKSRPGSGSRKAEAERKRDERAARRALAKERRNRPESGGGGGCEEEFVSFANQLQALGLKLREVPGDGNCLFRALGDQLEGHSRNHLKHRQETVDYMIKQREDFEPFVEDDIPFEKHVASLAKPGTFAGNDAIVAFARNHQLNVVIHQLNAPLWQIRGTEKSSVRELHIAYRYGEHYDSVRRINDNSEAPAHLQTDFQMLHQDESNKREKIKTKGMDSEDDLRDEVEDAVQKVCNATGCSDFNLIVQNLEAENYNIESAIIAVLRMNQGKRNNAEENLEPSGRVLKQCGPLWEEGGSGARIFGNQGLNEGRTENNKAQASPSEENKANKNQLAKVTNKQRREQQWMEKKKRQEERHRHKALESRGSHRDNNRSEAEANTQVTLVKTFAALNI
# USP8 block – blocks human USP8 ubiquitin-rhodamine cleavage | purified USP8, Ub-rhodamine cleavage fluorescence, 30 min | inhibition, % at 20 µM | actives 4.2% (n = 47,000) | AID 1645853
# USP17 block – blocks human USP17 ubiquitin-rhodamine cleavage; A8MUK1; purified USP17, Ub-rhodamine cleavage fluorescence, 3 h; inhibition, % at 50 µM; actives 6.5% (n = 47,000)
# Target sequence (A8MUK1 whole entry, looked up): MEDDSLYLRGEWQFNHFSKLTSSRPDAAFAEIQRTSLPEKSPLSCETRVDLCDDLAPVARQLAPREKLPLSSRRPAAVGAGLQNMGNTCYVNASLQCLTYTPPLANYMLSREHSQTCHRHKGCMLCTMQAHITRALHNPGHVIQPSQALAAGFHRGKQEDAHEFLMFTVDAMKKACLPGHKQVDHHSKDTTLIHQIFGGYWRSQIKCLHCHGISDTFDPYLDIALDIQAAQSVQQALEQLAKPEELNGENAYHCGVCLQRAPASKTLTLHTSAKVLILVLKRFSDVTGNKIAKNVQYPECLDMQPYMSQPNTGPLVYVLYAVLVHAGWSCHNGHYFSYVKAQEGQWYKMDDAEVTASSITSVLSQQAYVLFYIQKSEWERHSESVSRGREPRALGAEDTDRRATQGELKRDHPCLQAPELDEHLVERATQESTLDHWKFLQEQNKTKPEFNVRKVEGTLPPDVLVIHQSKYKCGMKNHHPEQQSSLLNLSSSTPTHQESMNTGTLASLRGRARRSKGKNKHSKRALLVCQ
# USP30 block – human USP30 deubiquitinase inhibition | purified USP30, Ub-rhodamine cleavage fluorescence | AID 1645860 | Q70CQ3 | actives 5.3% (n = 47,000) | inhibition, % at 25 µM
# UCHL1 block – inhibitors of human UCHL1 deubiquitinase. P09936. purified UCHL1, Ub-rhodamine cleavage fluorescence. inhibition, % at 20 µM. actives 0.2% (n = 47,000). AID 1645859
# USP28 inh – blocks human USP28 ubiquitin-rhodamine cleavage; Q96RU2; purified USP28, Ub-rhodamine cleavage fluorescence, 30 min; inhibition, % at 25 µM; actives 3% (n = 47,000); AID 1645857
# USP7 inh – human USP7 deubiquitinase inhibition | Q93009 | purified USP7, Ub-rhodamine cleavage fluorescence | inhibition, % at 20 µM | actives 0.3% (n = 47,000)
# USP10 block – inhibitors of human USP10 deubiquitinase | Q14694 | inhibition, % at 20 µM | purified USP10, Ub-rhodamine fluorescence, 60 min | actives 1.1% (n = 47,000)
# * = called active by the depositor; i = inactive; / = no result given. Cut-off read from the data, not from the text of the source: active = inhibition above about 30%; inactive = the rest.
SMILES,OTUD3 inh,USP8 block,USP17 block,USP30 block,UCHL1 block,USP28 inh,USP7 inh,USP10 block
O=C(c1cccnc1)N1CCCC(Cc2cc(-c3ncc[nH]3)ncn2)C1 (centres undefined),6,-42,-11,8,2,7,5,-4
COc1ccccc1CC(=O)N(C)C(c1ccccc1)c1ccccc1,35*,-5,27,52*,3,26,1,10
N#Cc1ccc(-c2ccccc2)nc1Oc1ccc(Cl)cc1,9,10,14,23,3,4,8,4
Cc1nc(-c2nnn(-c3ccccc3)c2C)sc1C(=O)NC(C)C,2,0,7,/,0,/,-2,0
Cc1nc(CC(=O)Nc2ccccc2Cl)sc1C(=O)NC1CC1,-11,5,-11,-59,-2,-6,0,-3
CN(C)C(=O)CN1[C@H]2CCN(Cc3ccccc3)CC[C@@H]2Oc2ccccc2S1(=O)=O,4,1,-11,1,1,11,-5,-2
CS(=O)Cc1cc(Oc2ccccc2)nc(-c2ccncc2)n1 (centres undefined),11,25,12,23,0,5,1,4
COc1cc2c(cc1OC)C1CC3=C(CCCN3)C(=O)N1CC2 (centres undefined),-90,-16,-83,-441,-29,-111,-31,-5
CC(=O)Nc1cc(-c2ccoc2)cn2c(-c3cnn(C)c3)cnc12,-97,3,-94,-468,-27,-99,-40,-6
CC(C(=O)N1c2ccccc2NC(=O)C1(C)C)N1CCCC1c1ccc2c(c1)OCCO2 (centres undefined),-55,-41,-46,-221,-19,-56,-21,-11
Cc1nsc(NC(=O)c2oc3ccc(F)cc3c2C)n1,3,13,-1,-2,0,-1,4,-1
CCn1ccc2c(cc(C(=O)Nc3c(C)cccc3C)n2C)c1=O,2,-26,-9,-5,0,-10,4,1
CC1(C(=O)NCc2ccccc2)CCC(=O)N1CCc1ccccc1 (centres undefined),1,2,5,/,0,/,-4,0
O=C(/C=C/c1ccc(F)cc1)N1CCC(Cc2ccccc2)CC1,24,14,36*,51*,7,33*,0,13
CC1(C(=O)N2CCC3(C2)c2ccccc2S(=O)(=O)N3Cc2ccccc2)CC1 (centres undefined),-4,-39,-11,-3,-1,-12,-4,-1
COc1ccc(-c2cc(NC=O)c3ncc(-c4cnn(C)c4)n3c2)cc1,-147,-193,-142,i,-50,-174,-53,-9
CCn1c(CNC(=O)c2ccco2)nnc1SCC(=O)Nc1ccc(F)cc1,0,8,/,0,-1,-1,-2,-2
c1ccc(Cn2cccc2-c2nc(-c3ccncc3)no2)cc1,-11,-28,-8,-62,-11,0,-23,-8
Cc1cccc(Cn2c(C)nc3c(NS(=O)(=O)c4ccc(Cl)cc4)c(C)c(C)cc32)c1,16,8,30,9,-1,8,0,4
COc1ccc(-c2cc3nccc(C4CCNCC4)n3n2)cc1,14,3,-7,25,2,10,-16,1
COc1ccccc1-c1nnc(SCc2ccccn2)n1C,5,2,-5,-4,2,0,6,0
COc1ccccc1C(=O)N1C[C@H]2N(C)C(=O)c3ccccc3C(=O)[C@@]2(C)C1,4,8,2,3,1,5,9,1
CCc1noc(-c2ccc(OCC(=O)Nc3ccccc3C(C)C)cc2)n1,1,-21,41*,25,-1,-9,0,1
Cc1nc(C)n(CC2CCCCN2Cc2ncc(C(C)(C)C)o2)n1 (centres undefined),-15,-2,-18,-98,1,-21,-2,-4
COc1ccc(CN2C3(CCN(C(C)=O)C3)c3ccccc3S2(=O)=O)cc1 (centres undefined),-7,2,-3,-12,-2,-8,-3,2
O=S(=O)(c1ccccc1)c1nc(-c2ccc(Cl)cc2)oc1N1CCOCC1,8,2,9,15,4,8,-8,1
Cc1ccc2nc(N3CCCC(C(=O)NCCCc4ccccc4)C3)[nH]c2c1 (centres undefined),-9,-38,-13,-15,1,-3,0,-1
CCOc1ccccc1NC(=O)Cc1cccs1,24,31*,43*,-43,12,19,-7,1
CC(C)C[C@H](NC(=O)[C@H](Cc1ccccc1)n1c(=O)[nH]c2ccccc2c1=O)C(=O)N[C@H](Cc1ccccc1)C(=O)O,4,-37,10,19,3,9,6,2
O=C(Cn1cnn2cc3c(c2c1=O)CCCC3)N1CCCC1,0,7,-4,-13,0,1,0,-1
CC(C)CS(=O)(=O)N1C[C@H]2C[C@H](C(=O)NCC3CC3)[C@@H](C1)O2,8,-9,7,23,-1,6,3,-1
Cc1ccc(CN2Cc3cc4ccc(C)c(C)c4nc3OC2=O)o1,12,19,21,29,2,12,4,6
Cc1ccc2c(c1)C(NC(=O)c1nn(C)cc1Cl)CC1(CCOCC1)O2 (centres undefined),-4,0,-7,3,0,-6,0,1
Cc1ccc(-c2nc3c(s2)CN(C(=O)C2CCC2)CC3)cc1,1,5,13,13,3,22,-117,-2
CCc1ccc([C@@H]2c3c(C)nn(C)c3NC(=O)[C@H]2NC(=O)c2ccc(OC)c(OC)c2)cc1,-4,-19,-12,-14,2,-5,0,0
COc1cccc(NC(=O)N2CCC3(C2)C(=O)Nc2ccccc23)c1 (centres undefined),-1,-1,-3,-13,-1,-5,-16,-1
Cc1ccc(NC(=O)COc2coc(CN3CCc4ccccc4C3)cc2=O)c(C)c1,-15,-17,/,-29,-4,-19,-2,-3
c1csc(-c2nc(N3CCCCC3)no2)c1,6,-3,-8,-10,0,7,-34,-3
Cc1ccccc1NC(=O)c1cnn2c1NC1=C(C(=O)CCC1)C2c1ccccc1 (centres undefined),-43,-30,-17,-212,-65,-64,-43,-3
O=C(Nc1ccccc1N1CCOCC1)c1ccc(S(=O)(=O)N2CCOCC2)cc1,5,-50,-11,15,0,5,-6,-4

# 15 successive records out of the list so far:
SMILES,OTUD3 inh,USP8 block,USP17 block,USP30 block,UCHL1 block,USP28 inh,USP7 inh,USP10 block
O=S(=O)(c1ccccc1)c1nc(-c2ccc(Cl)cc2)oc1N1CCOCC1,8,2,9,15,4,8,-8,1
Cc1ccc2nc(N3CCCC(C(=O)NCCCc4ccccc4)C3)[nH]c2c1 (centres undefined),-9,-38,-13,-15,1,-3,0,-1
CCOc1ccccc1NC(=O)Cc1cccs1,24,31*,43*,-43,12,19,-7,1
CC(C)C[C@H](NC(=O)[C@H](Cc1ccccc1)n1c(=O)[nH]c2ccccc2c1=O)C(=O)N[C@H](Cc1ccccc1)C(=O)O,4,-37,10,19,3,9,6,2
O=C(Cn1cnn2cc3c(c2c1=O)CCCC3)N1CCCC1,0,7,-4,-13,0,1,0,-1
CC(C)CS(=O)(=O)N1C[C@H]2C[C@H](C(=O)NCC3CC3)[C@@H](C1)O2,8,-9,7,23,-1,6,3,-1
Cc1ccc(CN2Cc3cc4ccc(C)c(C)c4nc3OC2=O)o1,12,19,21,29,2,12,4,6
Cc1ccc2c(c1)C(NC(=O)c1nn(C)cc1Cl)CC1(CCOCC1)O2 (centres undefined),-4,0,-7,3,0,-6,0,1
Cc1ccc(-c2nc3c(s2)CN(C(=O)C2CCC2)CC3)cc1,1,5,13,13,3,22,-117,-2
CCc1ccc([C@@H]2c3c(C)nn(C)c3NC(=O)[C@H]2NC(=O)c2ccc(OC)c(OC)c2)cc1,-4,-19,-12,-14,2,-5,0,0
COc1cccc(NC(=O)N2CCC3(C2)C(=O)Nc2ccccc23)c1 (centres undefined),-1,-1,-3,-13,-1,-5,-16,-1
Cc1ccc(NC(=O)COc2coc(CN3CCc4ccccc4C3)cc2=O)c(C)c1,-15,-17,/,-29,-4,-19,-2,-3
c1csc(-c2nc(N3CCCCC3)no2)c1,6,-3,-8,-10,0,7,-34,-3
Cc1ccccc1NC(=O)c1cnn2c1NC1=C(C(=O)CCC1)C2c1ccccc1 (centres undefined),-43,-30,-17,-212,-65,-64,-43,-3
O=C(Nc1ccccc1N1CCOCC1)c1ccc(S(=O)(=O)N2CCOCC2)cc1,5,-50,-11,15,0,5,-6,-4

# New compounds follow.
SMILES,OTUD3 inh,USP8 block,USP17 block,USP30 block,UCHL1 block,USP28 inh,USP7 inh,USP10 block
Cc1ccc2nc(N3CC(C(=O)N4CCC(O)CC4)C3)sc2c1,-1,5,-4,/,1,/,2,0
Cc1oc(-c2ccc(C(=O)NC3CC3)cc2)nc1CN1CCN(c2ccccc2)CC1,3,-15,-3,-3,0,-1,2,0
CSc1cccc(NC(=O)CNC(=O)c2cc3ccccc3o2)c1,-12,2,65*,-27,-5,13,1,5
COCCn1c(SCc2c(F)cccc2Cl)nc2c1c(=O)[nH]c(=O)n2C,0,-2,16,19,-5,-7,-7,2
Cc1ccc(-n2c(=O)n(CC(=O)N3CCN(C)CC3)c3cccnc32)cc1,-20,-19,-33,-93,-8,-36,-11,-12
CCCCOc1ccc(S(=O)(=O)NCCc2cn3ccccc3n2)cc1,2,16,1,17,3,3,-2,0
CC(=O)Nc1ccc(O)c(-c2nc3cc(C)ccc3o2)c1,10,-5,51*,-39,-2,9,0,-6
Cc1ccc(CNC(=O)C2CCCN(c3nc4ncccc4n4cccc34)C2)cc1 (centres undefined),-161,-108,-160,i,-22,-171,-36,-2
CCN1C=C(C(=O)OCc2c(C)noc2C)C(C)=NS1(=O)=O,-21,-29,-37,-137,-16,0,-14,-5
COc1ccc(CC2(NC(=O)c3ccccc3)N=C3C=CC=CN3C2=O)cc1OC (centres undefined),10,-54,14,21,-3,10,1,0
Cc1cccc(S(=O)(=O)N2CCC(c3nc(C(=O)N(C)C)c(C)o3)CC2)c1,14,18,13,29,2,14,3,0
CC1(C)CC(=O)C2=C(C1)Nc1ccccc1N(C(=O)c1ccccc1)C2c1cccnc1 (centres undefined),-2,-1,-15,-2,-3,-11,-4,-2
CCCCn1c(=O)c(Cc2ccccc2)c(O)c2ccccc21,6,10,11,17,2,3,0,2
CC(C)c1cc(C(=O)O)nc2nncn12,-8,-5,-8,/,-2,/,-2,-1
c1cnc(-c2nc(-c3ccc(-c4csc(C5CC5)n4)cc3)no2)cn1,-54,-16,-68,-245,-10,-55,-10,-7
O=C(NC1CCCC1)c1ccc2c(c1)N(Cc1cccc(Cl)c1)C(=O)c1ccccc1S2,-4,0,-1,15,0,3,5,6
CC(=O)N1Cc2cc(C)ccc2OC2(CCN(CC(=O)NCCc3ccccc3)CC2)C1,1,-3,-3,0,3,3,0,-4
NC(=O)c1ccccc1NC(=O)COc1ccc2c(c1)oc(=O)c1ccccc12,0,55*,-4,-1,1,-16,10,15
COc1ccccc1N1CCN(C(=O)CSc2cc(=O)n(C)c3cc(Cl)ccc23)CC1,-13,-20,-8,0,2,-8,-1,0
O=C(O)c1cccc(OCc2nnnn2-c2ccc(Cl)cc2)c1,-6,6,-1,0,-2,-9,1,1
O=C(NC1CCS(=O)(=O)C1)c1ccc(N2CCOc3ccc(Cl)cc32)s1 (centres undefined),1,-8,40*,1,4,6,3,-4
COc1ccc(NC(=O)CN2C(=O)C(C)=C(c3ccccc3)S2(=O)=O)c(OC)c1,-7,3,7,1,-2,2,-1,-3
COc1cc2c(cc1OC)-c1c(c(C(=O)N3CCN(C)CC3)nn1-c1ccc(F)cc1)C2,10,-73,6,26,3,12,1,-2
Cc1nc(NCc2ccco2)nc2c1COCC21CCN(C(=O)NC(C)C)C1 (centres undefined),-6,-47,-12,-38,-6,-12,-8,-3
C[C@@H]1CCC2[C@](C)(CO)[C@@H](O)CC[C@]2(C)[C@@]12CCC(CO)(CC(=O)O)O2 (some centres undefined),0,10,9,6,-3,-2,4,-1
CC(C)NC(=O)N1CCN(c2nn3c(NC(C)(C)C)c(-c4ccccc4)nc3s2)CC1,0,-6,1,13,-4,0,-4,-1
